Compound activity as filed in PubChem BioAssay.
697 NFkB inh = inhibitors of PMA/ionomycin-induced NF-kB reporter, 697 cells, primary screen, B-cell NF-kB inhibitor project, cell-based, luminescence, uHTS. 330,000 tested, 0.33% active. AID 435022, 2010. 697 B-cell NF-kB luciferase reporter, 16 h. inhibition, % at 4 µM; in the data active = inhibition above about 35%
TIM10 inh = growth inhibitors of isogenic TIM10 control yeast, primary screen, counter-screen for tim10-1 yeast inhibitor project, luminescence, uHTS. S. cerevisiae TIM10 strain growth, BacTiter-Glo luminescence, 24 h. inhibition, % at 10 µM. 330,000 tested, 1.4% active;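 active = inhibition of 40% or more at the single tested concentration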;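 note: wild-type TIM10 isogenic control strain grown at permissive 25 °C; 0% = DMSO yeast wells and 100% = minimal medium wells without yeast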
UPR CHOP act = activators of apoptotic CHOP UPR arm, primary screen, cell-based, CHO-CHOP luciferase reporter, luminescence, uHTS; UPR activation; percent of tunicamycin response over DMSO baseline; activation, % at 10 µM; 330,000 tested, 0.34% active; AID 449763, 2010;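 active = at 10 µM dose, activation of 40% or more, normalized to positive control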;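 note: 100% = tunicamycin at 10 µg/mL and 0% = DMSO alone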
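Material: CHO-CHOP cells, stable luciferase reporter of PERK-eIF2a-CHOP signalling; quantity: 500 reporter cells seeded per well; buffer or medium: F12 medium containing 10% fetal bovine serum; compound: one dose, 10 µM in 0.5% DMSO; incubation: 6 h compound treatment, 37 °C; measured by: Steady-Glo luciferase luminescence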
UPR XBP1 act = activators of adaptive XBP1 UPR arm, primary screen, cell-based, CHO-XBP1 luciferase reporter, luminescence, uHTS; IRE1-XBP1 UPR activation; percent of tunicamycin response, DMSO as zero; activation, % at 20 µM; 330,000 tested, 0.33% active; AID 463104, 2010;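 active = versus positive control, 20 µM dose yields 30% or more activation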;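 note: 100% = tunicamycin at 10 µg/mL and 0% = DMSO only wells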
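assay system = CHO-XBP1 luciferase reporter cells | amount = 1000 cells/well | buffer or medium = F12 plus 10% FBS | compound dosing = single point, 20 µM final compound, 1% DMSO | incubation = 16-18 h cell attachment at 37 °C, then 6 h compound exposure | detection = Steady-Glo luminescence read | controls = tunicamycin 10 µg/mL and vehicle-only wells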
Mdm2 MdmX PPI = inhibitors of human Mdm2-MdmX association, primary screen, cell-based, luminescence, split luciferase, SaOS-2, uHTS. Protein Mdm4 (Homo sapiens) + E3 ubiquitin-protein ligase Mdm2 (Homo sapiens), …. SaOS-2 split-luciferase Mdm2/MdmX complementation. inhibition, % at 8 µM. 330,000 tested, 3% active;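 active = inhibition of at least 50% at 8 µM in the primary screen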
Target sequence (O15151 whole entry, looked up): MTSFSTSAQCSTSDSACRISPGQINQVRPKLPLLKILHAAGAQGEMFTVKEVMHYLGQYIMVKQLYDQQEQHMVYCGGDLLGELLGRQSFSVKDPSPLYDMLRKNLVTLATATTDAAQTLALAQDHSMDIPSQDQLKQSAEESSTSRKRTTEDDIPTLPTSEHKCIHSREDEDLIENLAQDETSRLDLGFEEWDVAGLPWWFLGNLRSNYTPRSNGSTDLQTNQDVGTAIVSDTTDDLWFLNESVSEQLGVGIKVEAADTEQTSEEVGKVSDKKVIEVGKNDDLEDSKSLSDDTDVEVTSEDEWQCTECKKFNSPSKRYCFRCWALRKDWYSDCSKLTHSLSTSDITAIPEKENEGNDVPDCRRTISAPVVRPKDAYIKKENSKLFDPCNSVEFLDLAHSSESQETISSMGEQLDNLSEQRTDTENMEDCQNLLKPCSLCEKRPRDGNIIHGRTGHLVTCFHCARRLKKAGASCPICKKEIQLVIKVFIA
Target sequence (Q00987 whole entry, looked up): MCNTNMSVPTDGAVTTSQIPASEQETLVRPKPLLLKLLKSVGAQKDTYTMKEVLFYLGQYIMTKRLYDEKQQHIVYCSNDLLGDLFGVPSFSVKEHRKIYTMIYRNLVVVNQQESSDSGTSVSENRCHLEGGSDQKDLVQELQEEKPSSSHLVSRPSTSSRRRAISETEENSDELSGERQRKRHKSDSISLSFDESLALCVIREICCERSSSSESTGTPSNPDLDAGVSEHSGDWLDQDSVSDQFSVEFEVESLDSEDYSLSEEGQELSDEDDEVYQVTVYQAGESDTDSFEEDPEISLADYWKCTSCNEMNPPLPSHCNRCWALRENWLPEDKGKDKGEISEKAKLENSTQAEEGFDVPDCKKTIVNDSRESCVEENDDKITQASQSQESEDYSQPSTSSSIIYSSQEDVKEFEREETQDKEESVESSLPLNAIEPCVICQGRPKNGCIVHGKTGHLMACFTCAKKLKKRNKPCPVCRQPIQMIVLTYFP
Jurkat NFkB inh = inhibitors of induced NF-kB luciferase reporter, primary screen, TCR NF-kB activation inhibitor project, cell-based, luminescence, uHTS; Jurkat, PMA/ionomycin-induced NF-kB luciferase reporter; inhibition, % at 4 µM; AID 435003, 2010; 330,000 tested, 0.53% active; in the data active = inhibition above about 50%
tim10-1 inh = growth inhibitors of tim10-1 mutant yeast, primary screen, luminescence, uHTS | S. cerevisiae tim10-1 ts strain growth, BacTiter-Glo, 24 h | inhibition, % at 20 µM | 330,000 tested, 2.2% active;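 active = inhibition of at least 40%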;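 note: mutant grown at 25 °C; 0% = DMSO wells with yeast and 100% = wells holding no yeast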
tim23-1 inh = growth inhibitors of tim23-1 mutant yeast, primary screen, luminescence, uHTS; S. cerevisiae tim23-1 growth, BacTiter-Glo luminescence, 24 h; inhibition, % at 20 µM; 330,000 tested, 1.3% active;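 active = growth inhibition of the mutant yeast at or above 50%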;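 note: temperature-sensitive mutant grown at 25 °C; plate controls were DMSO-treated mutant yeast for no effect and medium wells lacking yeast for full effect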
* marks the source's active call; other numbers are inactive results.

The first 3 records as a preview:
compound | 697 NFkB inh | TIM10 inh | UPR CHOP act | UPR XBP1 act | Mdm2 MdmX PPI | Jurkat NFkB inh | tim10-1 inh | tim23-1 inh
Cn1c(=O)c2c(nc(OCc3cccnc3)n2Cc2c(F)cccc2Cl)n(C)c1=O | -68 | 6 | 0.2 | 3 | -8 | -7 | 28 | -11
S=C(NC1CCCCC1)N1CCc2[nH]c3ccccc3c2C1 | -5 | 4 | 2.2 | 3 | -7 | -1 | 12 | 4
COc1ccc(-n2cnc3sc4c(c3c2=O)CCCC4)cc1 | -26 | 32 | 0.1 | 4 | 16 | 0 | 26 | 30

Main list (from the top)
compound | 697 NFkB inh | TIM10 inh | UPR CHOP act | UPR XBP1 act | Mdm2 MdmX PPI | Jurkat NFkB inh | tim10-1 inh | tim23-1 inh
Cn1c(=O)c2c(nc(OCc3cccnc3)n2Cc2c(F)cccc2Cl)n(C)c1=O | -68 | 6 | 0.2 | 3 | -8 | -7 | 28 | -11
S=C(NC1CCCCC1)N1CCc2[nH]c3ccccc3c2C1 | -5 | 4 | 2.2 | 3 | -7 | -1 | 12 | 4
COc1ccc(-n2cnc3sc4c(c3c2=O)CCCC4)cc1 | -26 | 32 | 0.1 | 4 | 16 | 0 | 26 | 30
CSc1nsc(SC)c1NC(=O)N1CCCCC1 | 15 | 7 | -5.5 | -1 | 17 | -20 | 6 | 6
Cc1cccc(NC(=O)Cn2cc(C(=O)c3ccco3)c3ccccc32)c1 | -9 | 3 | -2.3 | -6 | 28 | -5 | 4 | 8
Cc1ccc(N2CCN(C(=S)c3ccc(-c4cccc([N+](=O)[O-])c4)o3)CC2)cc1 | -5 | 10 | -0.4 | 2 | -12 | -4 | 29 | 22
CCCCS(=O)(=O)NC1=NCN(CCOC(=O)c2ccccc2)CN1 | 11 | -13 | -1.0 | 0 | -4 | 17 | -2 | 2
Cc1ccc(NC(=O)COC(=O)C2=NNC(=O)CC2)c(Br)c1 | -5 | 3 | 1.1 | 1 | -15 | -19 | 12 | 8
COC(=O)Nc1sc2c(c1C(N)=O)CCC(C)C2 (stereo unspecified) | -9 | 2 | 0.0 | 1 | 6 | -7 | 22 | 1
O=C(CN1CCc2ccccc2C1)Nc1cccc(S(=O)(=O)N2CCCC2)c1 | -5 | -7 | -1.7 | 2 | 14 | -3 | 16 | -1
CCOc1cccc(/C(O)=C2/C(=O)C(=O)N(Cc3cccnc3)C2c2ccco2)c1 (stereo unspecified) | -10 | 1 | 1.3 | -2 | 32 | 8 | 1 | -2
CSCCC(NC(=O)COc1cccc2ccccc12)C(=O)O (stereo unspecified) | 4 | -15 | -0.9 | 0 | 19 | 13 | 0 | 3
Cc1ccc(NC(=O)C2CC(=O)N(Cc3ccccc3)C2)nc1 (stereo unspecified) | 3 | -11 | 2.6 | -1 | 24 | 10 | -10 | -14
COC(=O)CNC(=O)CN1c2cccc3cccc(c23)S1(=O)=O | -7 | -6 | 0.4 | -2 | -4 | -7 | 15 | 7
COc1cc(C(=S)N2CCOCC2)ccc1OC(=O)c1ccccc1[N+](=O)[O-] | 6 | 6 | 2.8 | 0 | 8 | -13 | 8 | 26
COc1ccc(-c2csc(NC(=O)CC(NC(C)=O)c3ccccc3)n2)cc1OC (stereo unspecified) | -2 | 17 | 1.0 | -3 | 32 | -9 | 7 | 11
COc1ccc(NS(=O)(=O)c2cc(NC(=O)CCNC(=O)c3ccco3)ccc2OC)cc1 | -7 | -2 | 1.3 | -1 | -13 | -4 | 0 | -8
Cc1ccccc1C(=O)N1CCN(S(=O)(=O)c2ccccc2)CC1 | -56 | 16 | 2.6 | 1 | -12 | -7 | 13 | 18
CCn1c(SCC(=O)Nc2nc3ccccc3s2)nnc1-c1ccc(OC)cc1 | -9 | -1 | -0.9 | 0 | 29 | 0 | 5 | -2
Cc1cccc(C(=O)Nc2cc(Cl)ccc2-n2cncn2)c1[N+](=O)[O-] | 6 | 22 | 2.6 | -3 | 5 | -2 | 35 | 28
COc1cc(NC(=O)CSc2c3c(nc4ccccc24)CCC3)cc(OC)c1OC | -13 | 23 | -0.3 | -4 | -8 | -6 | 26 | 12
N=C1c2ccccc2CN1NC(=O)c1cccc(S(=O)(=O)N2CCCC2)c1 | 13 | -7 | -1.4 | -2 | -48 | 2 | 7 | 14
C=CCn1c(SCc2cc(=O)n3ccsc3n2)nnc1C1CCCCC1 | 13 | -4 | 0.9 | -3 | -37 | -19 | 6 | 8
COC/C=C/C1=CC2=CC(=O)C(C)(OC(=O)c3cnc4ccccc4n3)C(=O)C2=CN1c1ccc(OC)cc1 (stereo unspecified) | 21 | -4 | 2.4 | 0 | -34 | 15 | 5 | 9
COc1ccc(CC(=O)Nc2nc3ccccc3s2)cc1S(=O)(=O)N1CCOCC1 | 6 | -16 | 0.6 | -1 | 20 | -18 | -2 | 9
CN1CCN(S(=O)(=O)c2cccc(C(=O)Nc3ccccc3N3CCCCC3)c2)CC1 | -3 | 31 | -0.1 | -3 | 17 | -5 | 33 | 32
COc1ccc(N2CC(C(=O)N3CCc4ccccc43)CC2=O)cc1 (stereo unspecified) | 16 | -13 | 0.0 | 3 | 4 | 5 | 0 | 9
CCCCC(=O)NNC(=O)N1c2ccccc2Sc2ccccc21 | 13 | 12 | -0.6 | -4 | 24 | -2 | -14 | 1
O=C(Nc1cc(Cl)ccc1N1CCOCC1)c1ccc(=O)[nH]c1 | 6 | -8 | 0.1 | 2 | 8 | 14 | 9 | 14
O=S(=O)(Nc1cccnc1)c1ccc2c(c1)OCCO2 | 3 | 10 | -0.9 | -4 | 8 | 17 | 7 | 1

Some of these compounds in order of their number in UPR XBP1 act, ascending.
structure | 697 NFkB inh | UPR XBP1 act | Mdm2 MdmX PPI | Jurkat NFkB inh
O=S(=O)(Nc1cccnc1)c1ccc2c(c1)OCCO2 | 3 | -4 | 8 | 17
COc1cc(C(=S)N2CCOCC2)ccc1OC(=O)c1ccccc1[N+](=O)[O-] | 6 | 0 | 8 | -13
O=C(CN1CCc2ccccc2C1)Nc1cccc(S(=O)(=O)N2CCCC2)c1 | -5 | 2 | 14 | -3

Some values from above:
COC(=O)Nc1sc2c(c1C(N)=O)CCC(C)C2 (stereo unspecified) @ tim10-1 inh: 22
S=C(NC1CCCCC1)N1CCc2[nH]c3ccccc3c2C1 @ Mdm2 MdmX PPI: -7

Next records.
compound | 697 NFkB inh | TIM10 inh | UPR CHOP act | UPR XBP1 act | Mdm2 MdmX PPI | Jurkat NFkB inh | tim10-1 inh | tim23-1 inh
COc1cccc(OCCCN2CCN(S(=O)(=O)c3ccc(NC(C)=O)cc3)CC2)c1 | -2 | 2 | -3.1 | -1 | 19 | 22 | 23 | 10
Cc1c(NC(=O)C(C)SC(=S)N2CCCC2)c(=O)n(-c2ccccc2)n1C (stereo unspecified) | 4 | 2 | -2.6 | -1 | 7 | -3 | 2 | -1
Cc1cccc(N2C(=O)C(Cc3ccccc3)NC2=S)c1 (stereo unspecified) | 5 | 11 | 0.1 | -1 | -10 | 6 | 28 | 29
COC(=O)C1CCN(C(=O)COc2ccc(N(C)S(=O)(=O)c3ccc(C)cc3)cc2)CC1 | 16 | -3 | -3.1 | -1 | 16 | 12 | -4 | 10
O=C(O)CCCC(=O)N1CCC(C(O)(c2ccccc2)c2ccccc2)CC1 | 0 | 16 | -1.2 | -2 | 3 | 15 | 13 | 0
O=C(COc1ccc(F)cc1)Nc1ccc2c(c1)OCCO2 | 17 | -1 | 4.0 | -2 | -46 | -78 | -23 | -1
c1ccc(C2=Nn3c(nnc3-c3cccnc3)SC2)cc1 | 4 | 19 | -2.3 | 2 | -5 | 5 | 1 | -18
CNc1nc(OCCNC(=O)Nc2ccccc2)nc(N2CCOCC2)n1 | -19 | -7 | -2.3 | 1 | -28 | -13 | -5 | 17
CCOc1ccccc1NC(=O)CCNS(=O)(=O)c1cccc2nonc12 | 3 | -4 | 0.1 | -5 | -17 | 10 | 8 | 1
CC(C)C(=O)NC(=S)Nc1ccc(S(=O)(=O)NC(C)(C)C)cc1 | 4 | 5 | 1.0 | 0 | 21 | 6 | 17 | 5
O=C(O)CC(Cc1ccccc1)c1ccc2c(c1)OCO2 (stereo unspecified) | 12 | -6 | 0.6 | 2 | 7 | 1 | 3 | 18
CC(=O)Nc1ccc(NC(=O)CSc2ccc(-c3cccs3)nn2)cc1 | 15 | 12 | 1.4 | 1 | 16 | 15 | 16 | 3
CCn1nc(C)c(CNC(=O)c2cc(COc3cncc(Cl)c3)on2)c1C | 5 | -2 | 3.5 | -4 | 45 | 5 | 15 | 13
COc1ccc(CCN2C(=O)CC(NNC(=O)c3ccccc3Br)C2=O)cc1OC (stereo unspecified) | 5 | 1 | -1.2 | -2 | -1 | 1 | 11 | 10
O=C(COc1ccc(C(=O)c2ccccc2)cc1)NCC1CCCCC1 | -1 | 31 | -0.8 | 0 | 15 | 13 | 35 | 46
CC1CN(S(=O)(=O)c2cc(C(=O)NC(C)c3cccnc3)ccc2Cl)CC(C)O1 (stereo unspecified) | -4 | 1 | 0.6 | 1 | -11 | 4 | 8 | 10
CC(=O)Nc1ccc(NC(=O)CN(C)CCC#N)cc1 | 3 | 3 | -0.2 | -1 | -6 | -4 | 2 | -2
CSc1ccccc1NC(=S)Nc1cc(C)cc(C)c1 | 15 | 25 | -1.7 | 0 | 5 | -16 | 25 | 13
S=C(Nc1cccc(Cl)c1)Nc1ccc2c(c1)OCCO2 | -53 | 20 | 1.7 | -1 | -6 | -43 | 33 | 30
CC(=O)Nc1ccccc1NC(=O)c1ccc(C)cc1C | -2 | -7 | -1.0 | -2 | -5 | -9 | 19 | 4
CC1(C)C(=O)NCCN1C(=O)CCC(=O)O | 10 | 6 | 1.6 | 0 | 5 | 9 | -8 | -11
Cc1nc(NC(=O)C2CC2)sc1C(=O)NC1CCCCC1 | 23 | 1 | 0.5 | 0 | 14 | -1 | 20 | 22
CCOC(=O)C1CCN(C(=O)C2CCC(=O)N(CC3CCCCC3)C2)CC1 (stereo unspecified) | -15 | 7 | 1.5 | -1 | 15 | 4 | -19 | -7
O=C(N/C(=C/c1ccccc1Cl)C(=O)N1CCCC1)c1ccccc1 | 7 | 16 | 1.0 | 2 | 21 | -17 | -10 | 32
O=C(c1ccccc1Sc1c(Cl)cccc1[N+](=O)[O-])N1CCOCC1 | 15 | 22 | 0.3 | 0 | -14 | 6 | 22 | 16
CN(C(=O)CSc1n[nH]c(=O)[nH]c1=O)c1ccccc1 | 2 | -3 | -0.1 | -3 | -7 | -2 | 2 | 2
CCOc1ccc(NC(=O)N2CCC(C(N)=O)(N3CCCCC3)CC2)cc1 | 9 | -3 | -1.1 | -1 | -4 | 1 | 5 | 3
O=C(N/C(=C\c1ccc(Br)cc1)c1nc2ccccc2[nH]1)c1ccco1 | -17 | -15 | 2.0 | -2 | -20 | -8 | 7 | -1
Cc1csc(NC(=O)CSC2=NS(=O)(=O)c3cc(F)ccc3N2)n1 | -13 | 5 | 0.4 | 4 | 21 | 14 | 5 | 5
CNS(=O)(=O)c1cc(OC)c(OC)cc1CC(=O)OC | 14 | 7 | -0.2 | -4 | 26 | 1 | -9 | 3
CC1CCCCN1C(=O)/C(=C\c1ccccc1)c1ccccc1 (stereo unspecified) | -7 | 19 | 2.1 | -1 | 9 | -13 | 42* | 27
